Screening data as filed in PubChem.
Epigenetic reg: regulators of epigenetic silencing causing reporter derepression in mouse cells. murine LDR cells, GFP reporter derepression, 30 h. Potency, µM (titrated, usually from 53.9 µM), for the others: at the top dose GFP activation, hits mostly activators. 280,000 tested, 0.2% active; also: potency is read from the fitted curve at half-maximal effect; % of control where 0% means no effect; nearly all actives have a fitted effect of over 60% in size
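Murine LDR cells carrying a silenced, genomically integrated CMV-driven GFP reporter were exposed to compound for 30 hours at 37 C. After PBS washes, GFP-positive cells (20–120 um objects) were counted by laser-scanning microplate cytometry.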
Luc counter: Kinase-Glo luciferase inhibition (counter-screen); AID 1379; 200,000 tested, 0.28% active; Kinase-Glo luciferase, ATP luminescence, 8 min; Q27757; Potency, µM (titrated, usually from 38.3 µM), without a hit: at the top dose activity change, negative = inhibition, most hits filed as inhibitors; also: potency is read from the fitted curve at half-maximal effect; % is scaled to controls: 0 for no effect and ±100 for the full control effect; nearly all actives have a fitted effect of over 60% in size
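Light output from Kinase-Glo luciferase with luciferin and 10 uM ATP in 50 mM imidazole pH 7.2, KCl, MgCl2, Tween 20, BSA; compound pin-delivered, 8-min ambient incubation, then luminescence read.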
LMNA splice mod: LMNA splicing modulation; AID 1487; Potency, µM (titrated, usually from 46.1 µM), inactives show at the top dose ratio change, negative = inhibition, actives largely listed as inhibitors; 200,000 tested, 0.01% active; HeLa LMNA splicing GFP/RFP minigene ratio, 48 h; active = well fitted inhibition curve with a large enough effect in the signal ratio, with a control signal flat, not every such curve was filed as active; inconclusive = small, poorly fitted or top-dose-only effect, or effect the other way, or a change in a side signal; the % refers to the signal ratio; also: potency is read from the fitted curve at half-maximal effect; % is scaled to controls: 0 for no effect and ±100 for the full control effect
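S3 HeLa cells stably expressing lamin A-EGFP splicing minigene plus DsRed2, 600 cells/well, 48 h compound exposure at 37C. Laser-scanning cytometry; analysed as GFP (500-530 nm)/RFP (575-640 nm) total intensity ratio; 0.5% DMSO vehicle.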
CBFb RUNX1 block: blocks binding between human CBF-beta and RUNX1; AID 1477; Q01196+Q13951; Potency, µM (top dose mostly 59.8 µM), for inactives: at the highest dose activity, negative = inhibition, usual class: inhibitors; AlphaScreen CBFb-His/RUNX1-biotin binding, biochemical; 230,000 tested, under 10 active; also: % of control where 0% means no effect
Target sequence (Q01196 whole entry, looked up): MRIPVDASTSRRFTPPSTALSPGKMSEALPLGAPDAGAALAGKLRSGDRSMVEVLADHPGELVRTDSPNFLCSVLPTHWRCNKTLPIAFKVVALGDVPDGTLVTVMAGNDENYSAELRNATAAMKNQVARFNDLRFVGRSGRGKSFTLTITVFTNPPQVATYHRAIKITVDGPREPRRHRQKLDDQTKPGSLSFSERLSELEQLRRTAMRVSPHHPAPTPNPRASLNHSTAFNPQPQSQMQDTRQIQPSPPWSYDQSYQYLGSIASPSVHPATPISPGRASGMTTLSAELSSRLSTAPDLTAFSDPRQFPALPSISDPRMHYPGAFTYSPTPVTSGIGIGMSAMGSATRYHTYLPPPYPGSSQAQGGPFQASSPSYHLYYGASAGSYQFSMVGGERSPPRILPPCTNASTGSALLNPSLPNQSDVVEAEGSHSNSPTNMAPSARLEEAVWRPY
Target sequence (Q13951 whole entry, looked up): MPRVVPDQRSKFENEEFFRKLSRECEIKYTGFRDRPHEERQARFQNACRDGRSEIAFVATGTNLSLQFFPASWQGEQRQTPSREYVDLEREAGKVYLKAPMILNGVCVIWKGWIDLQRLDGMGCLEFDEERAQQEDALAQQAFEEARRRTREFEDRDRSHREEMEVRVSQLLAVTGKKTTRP
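AlphaScreen proximity signal reports loss of binding between His-tagged CBF-beta and biotin-labelled RUNX1, each at 30 nM. Proteins are pre-associated for 20 minutes, compounds added for 15 minutes, then beads for 90 minutes, all at ambient temperature.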
IMPase Li inh: IMPase inhibition in cells with lithium potentiation; Potency, µM (doses to about 59.4 µM), for the others: at the top dose activity, negative = IMPase inhibition, most hits filed as inhibitors; 210,000 tested, 0.35% active; CHO-M1 cells, IP1 TR-FRET (IP-One), carbachol + lithium;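 also: IP1 builds up when IMPase is blocked and the TR-FRET signal falls; potency is read from the fitted curve at half-maximal effect; plate controls were basal vehicle for no effect and high inhibitor control for full effect; nearly all actives have a fitted effect of over 50% in size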
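Lithium-sensitised IP1 accumulation assay; M1-expressing CHO cells treated 30 min at 37C with compound. Competitive antibody detection by time-resolved FRET followed a 10 min room-temperature lysis step.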
GLA spleen mod: inhibits or activates alpha-galactosidase in human spleen homogenate; 240,000 tested, 0.008% active; AID 2107; P06280; Potency, µM (titrated, usually from 80 µM), for inactives: top-dose activity change, negative = inhibition, usual class: inhibitors; human spleen homogenate, 4MU-alpha-Gal fluorescence, 40 min;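 also: potency is read from the fitted curve at half-maximal effect; 0% = enzyme with vehicle and -100% = no enzyme basal signal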
Target sequence (P06280 32-429 limits assumed): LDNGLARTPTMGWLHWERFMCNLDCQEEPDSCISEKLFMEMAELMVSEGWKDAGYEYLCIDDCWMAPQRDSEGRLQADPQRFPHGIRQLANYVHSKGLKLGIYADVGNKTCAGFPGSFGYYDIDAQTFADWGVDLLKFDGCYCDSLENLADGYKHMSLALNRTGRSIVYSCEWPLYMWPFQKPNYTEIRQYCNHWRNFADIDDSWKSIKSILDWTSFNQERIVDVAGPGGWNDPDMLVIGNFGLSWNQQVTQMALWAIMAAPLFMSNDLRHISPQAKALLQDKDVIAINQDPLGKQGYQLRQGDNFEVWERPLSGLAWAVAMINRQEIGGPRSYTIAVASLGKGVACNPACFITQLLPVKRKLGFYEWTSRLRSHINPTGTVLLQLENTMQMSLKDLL
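Human spleen homogenate (1 ug) was the enzyme source, with 4-methylumbelliferyl-alpha-D-galactopyranoside (1 mM final) in pH 5.0 citrate buffer with 0.01% Tween-20. Compounds were titrated; after 40 min at 37C, NaOH/glycine stop, 4-MU fluorescence read; AC50 from Hill fits.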
NPSR antagonist: antagonists of human neuropeptide S receptor cAMP signaling; Q6W5P4; CHO-NPSR cells, cAMP TR-FRET, antagonist mode; Potency, µM (titrated, usually from 38.3 µM), inactives show at the top dose activity change, negative = inhibition, most hits filed as inhibitors; 220,000 tested, 1% active; AID 1461; also: potency is read from the fitted curve at half-maximal effect; % is scaled to controls: 0 for no effect and ±100 for the full control effect; nearly all actives have a fitted effect of over 50% in size; many of its hits are not listed in these tables
Active calls of the source: *; ? = inconclusive; · = not tested or not shown; [ ] = remark or other dose. Unless noted, calls follow the shape of the dose curve; as a rule, active = well fitted curve in the direction sought with a large enough effect; inconclusive = small, poorly fitted or top-dose-only effect, or another doubt; inactive = no such curve, though single readings can be large; an effect the other way counts as inactive or inconclusive.

Values run as follows: Epigenetic reg | Luc counter | LMNA splice mod | CBFb RUNX1 block | IMPase Li inh | GLA spleen mod | NPSR antagonist
CCCc1c(C(=O)Nc2ccc(F)cc2C)cnn1-c1ccccc1
 : 5.7% | · | · | 6% | · | 4% | 48%
CCN1CCN(C(=O)CCc2nnc(CCCCc3ccccc3)o2)[C@@H](C)C1=O
 : 1.1% | -3% | -3%[46 µM] | 3% | 8% | 4% | -15%
CN(C)c1ccc(C(=O)NC2(N3CCC3=O)CCCC2)cc1
 : -2.1% | 0% | · | 1% | 8% | 3% | -4%
Cc1nc(C#N)c(N/N=C/c2cccc(Cl)c2)o1
 : -1.2% | -7% | ? | 1%[2.36 µM] | 2% | 11% | -4%
CC(=O)Nc1ccc2c(c1)C(C)(C)C(C)N2C (centres undefined)
 : -5.3% | -2% | · | 1% | 2% | -5% | -11%
Cc1ccc(S(=O)(=O)CCSc2ccc(C(F)(F)F)cn2)cc1
 : 2.1% | · | -12%[46 µM] | 9% | · | -1% | -14%
CCOc1cc(/C=N/NC(=O)c2cccs2)cc([N+](=O)[O-])c1O
 : -2.6% | -2% | · | -12% | 29% | -4% | 53%
O=C(c1ccc(COc2ccccc2Cl)o1)N1CCCC1
 : 0.2% | -5% | ? | 8% | -11%[38.3 µM] | -7% | -6%[46.1 µM]
COc1ccccc1NC(=O)c1nn(-c2ccc(F)c(F)c2)ccc1=O
 : 0.0% | -4% | 5% | 4% | -12%[38.3 µM] | 7% | -7%[46.1 µM]
COC(=O)c1ccc(-c2nc(O)c3cnccn23)cc1
 : 1.9% | -1% | 13% | 1% | 32%[activator][38.3 µM] | -7% | -28%[46.1 µM]

Following part
Values run as follows: Epigenetic reg | Luc counter | LMNA splice mod | CBFb RUNX1 block | IMPase Li inh | GLA spleen mod | NPSR antagonist
O=C(Nc1nccs1)c1c(O)c2cccc3c2n(c1=O)CCC3
 : -10.0% | · | ? | 0% | · | -17% | -6%[46.1 µM]
Cc1nnc(NC(=O)CSc2ccc(-c3cccnc3)nn2)s1
 : -0.3% | 2% | · | -12% | -6% | 11% | 5%
CCc1ccc(NC(=O)C(C)Nc2ccc(S(=O)(=O)NC(C)=O)cc2)cc1 (centres undefined)
 : -0.9% | -2% | 2% | 10% | -6%[38.3 µM] | -7% | 0%[46.1 µM]
O=C(Cn1cnc2ccccc2c1=O)N1CCN(c2ccccc2)CC1
 : -1.2% | 0% | -9% | 3% | 13% | 0% | -2%[46.1 µM]
Cc1ccc(NC(=O)C2CC=CCC2C(=O)N2CCCCC2)cc1 (centres undefined)
 : 0.9% | -6% | -7% | 8% | 4% | 2% | 15%[46.1 µM]
CCN(C(=O)CSC1=Nc2ccccc2C2CC=NN12)C1CCS(=O)(=O)C1 (centres undefined)
 : 1.1% | · | · | 1% | 22% | 2% | 8%
CC1CN(Cc2nc3c(c(=O)n(C)c(=O)n3C)n2CC(=O)c2ccccc2)CC(C)O1 (centres undefined)
 : 0.0% | 0% | -1% | -1% | 7% | 2% | -14%[46.1 µM]
CCOC(=O)c1cc(CNC(=O)c2c(C)oc3c2CCCC3)c(C)o1
 : 3.3% | -2% | 10% | 7% | 3%[38.3 µM] | 4% | -13%[46.1 µM]
CCOC(=O)N1CCN(C(=O)C2CC(c3cc(OC)ccc3OC)=NO2)CC1 (centres undefined)
 : -3.2% | -2% | 8% | 0% | 9%[38.3 µM] | 3% | -5%[46.1 µM]
Cc1ccccc1NC(=O)CCC(=O)OCC(=O)c1cccc([N+](=O)[O-])c1
 : 4.6% | 1% | 6%[46 µM] | 0% | 4% | 1% | 10%

Next part.
Values run as follows: Epigenetic reg | Luc counter | LMNA splice mod | CBFb RUNX1 block | IMPase Li inh | GLA spleen mod | NPSR antagonist
COCCCn1c(Cc2csc(Nc3ccc(F)cc3)n2)nnc1SCC(N)=O
 : -0.2% | 0% | 15% | -6% | 8%[38.3 µM] | 5% | -16%[46.1 µM]
O=C(CN(Cc1ccc2c(c1)OCO2)C(=O)CSc1nc2ccccc2o1)NC1CCCCC1
 : -2.8% | -4% | ? | 9% | 5%[38.3 µM] | 1% | ?
c1cnc2c(SCc3ccc(-c4nnco4)cc3)cccc2c1
 : ? | -9% | -1% | -4% | -6%[38.3 µM] | 4% | -11%[46.1 µM]
CCOCCCNC(=O)C1CCCCN1S(=O)(=O)c1ccc(F)cc1 (centres undefined)
 : -1.1% | -6% | 1% | 0% | -10%[38.3 µM] | 8% | -1%[46.1 µM]
O=C(CN1CCN(Cc2ccccc2)CC1)N/N=C/c1c[nH]c2ccccc12
 : 0.0% | 3% | ? | -3% | -3% | 2% | 22%
CCN(CC)S(=O)(=O)c1ccc(N2CCOCC2)c(NC(=O)c2cc(C)cc(C)c2)c1
 : 1.3% | -1% | -11% | 0% | -1% | 2% | -24%[46.1 µM]
CCn1cc(/C=N/NC(=O)c2ccc(C#N)cc2F)c2ccccc21
 : -1.1% | -3% | 8% | -1% | 27%[38.3 µM] | 7% | -11%[46.1 µM]
CC(NC(=O)c1noc2c1CCCC2)c1ccccc1 (centres undefined)
 : 0.3% | -5% | 16% | 3% | -21%[38.3 µM] | 10% | -2%[46.1 µM]
CC(=O)CC(=O)Nc1ccn(-c2ccccc2)n1
 : -4.4% | 3% | 16% | 3% | -8%[38.3 µM] | 2% | -12%[46.1 µM]
COc1ccc(S(=O)(=O)N2CCC(NC(=O)OCc3c(Cl)cccc3Cl)CC2)cc1
 : 2.5% | 3% | -19% | 11% | 21%[38.3 µM] | 5% | -17%[46.1 µM]

Carrying on.
Values run as follows: Epigenetic reg | Luc counter | LMNA splice mod | CBFb RUNX1 block | IMPase Li inh | GLA spleen mod | NPSR antagonist
CC1=CC2=NC(=O)CC(C)(C(=O)N(CC(=O)NC3CCCC3)c3ccccc3C)N2C=C1 (centres undefined)
 : -1.1% | · | · | -2% | · | 11% | 18%
O=C(Nc1cccnc1Cl)c1cccnc1Cl
 : 0.0% | -1% | 4% | 3% | 31%[38.3 µM] | -3% | -4%[46.1 µM]
CCOC(=O)c1c(N)c(C#N)nn1-c1ccccc1C(=O)OC
 : 0.0% | -8% | 14% | 3% | 29%[38.3 µM] | 2% | -12%[46.1 µM]
Nc1cc(-c2ccccc2)nn1Cc1ccc(Cl)cc1
 : 0.0% | -2% | ? | -12% | -7%[38.3 µM] | 3% | -8%[46.1 µM]
Cc1cc(Oc2ccccc2)nc(-c2ccccc2O)n1
 : -1.0% | 11% | 5% | ? | 10%[38.3 µM] | -2% | ?
CC(C)CCNC(=O)CN(CCN1CCOCC1)C(=O)Cn1nnc(-c2ccc(F)cc2)n1
 : -1.2% | 13% | 5% | 10% | 4%[38.3 µM] | -2% | ?
CCC(CCC(=O)Nc1cccc(C(=O)O)c1)C(=O)O (centres undefined)
 : -0.8% | 1% | -9% | -5% | -2% | -14% | 7%[46.1 µM]
CCN(CC)c1c([N+](=O)[O-])c(=O)n(C)c2ccccc12
 : 16% | 0% | · | -7% | -1% | -5% | -2%
COc1ccccc1/C=N/NC(=O)c1ccc(-c2ccccc2)cc1
 : 1.0% | -3% | ? | 0% | -7% | 1% | -15%
CO/N=C(/C)CCC(=O)OC[C@@H]1O[C@H](c2ccccc2)C=C[C@@H]1Oc1ccc(OC)cc1
 : 0.0%[10.1 µM] | · | · | -7%[13.1 µM] | · | 7%[17.5 µM] | ·

Additional entries:
Values run as follows: Epigenetic reg | Luc counter | LMNA splice mod | CBFb RUNX1 block | IMPase Li inh | GLA spleen mod | NPSR antagonist
O=C(O)CCC(=O)c1cccc2ccccc12
 : -1.1% | 16% | -9% | 12% | -8%[38.3 µM] | 0% | -10%[46.1 µM]
CCOc1ccc(OCC)c(S(=O)(=O)N2CCCCC2)c1
 : -1.2% | 3% | 0% | 1% | 3%[38.3 µM] | 3% | -1%[46.1 µM]
C=CCNCCOCCOc1ccc(C)cc1Br
 : -1.9% | -1% | 8% | -1% | 5% | -3% | 13%
O=C(COC(=O)CNS(=O)(=O)/C=C/c1ccccc1)Nc1cccc2ccccc12
 : -3.5% | 3% | -7%[46 µM] | 3% | -1% | 4% | -2%
Cc1ccc(-c2cc(C(F)F)n3ncc(C(=O)N4CCCc5ccccc54)c3n2)cc1
 : 0.1% | 3% | -2% | -1% | 19% | -1% | -13%[46.1 µM]
COc1ccc(OC)c(NC(=O)Cn2c(C)nc3ccccc3c2=O)c1
 : -1.1% | 0% | -11%[46 µM] | 10% | 5% | -3% | 0%
CC1CCN(CC(=O)Nc2cc(C(F)(F)F)ccc2Cl)CC1
 : 0.1% | 3% | 11% | -6% | -4% | -26% | -6%
CC(CN1CCOCC1)OC(=O)/C=C/c1ccccc1 (centres undefined)
 : 1.1% | 3% | · | 22% | -5% | 3% | 17%
CC(NC(=O)c1ccc(Br)s1)C1CCCO1 (centres undefined)
 : -4.1% | -5% | 1% | -13% | 46%[activator][38.3 µM] | 10% | -3%[46.1 µM]
N/C(=N\OS(=O)(=O)c1ccccc1)c1cccnc1
 : 0.0% | -1% | 4% | -2% | 7% | -9% | 23%
CCCc1nc(SCc2cccnc2)c2c(=O)n(C)c(=O)n(C)c2n1
 : 0.0% | -5% | 5% | 9% | 31%[activator][38.3 µM] | 3% | -24%[46.1 µM]
CCn1nnnc1SCC(=O)Nc1cc(C)on1
 : -2.0% | 1% | -9% | 0% | -4% | 3% | 7%[46.1 µM]
CN(C)C(CNC(=O)CSc1nnc(-c2ccco2)o1)c1ccccc1 (centres undefined)
 : -2.5% | -4% | 6% | 4% | 13%[38.3 µM] | 6% | -8%[46.1 µM]

Already shown: 2 of the compounds above.
Values run as follows: Epigenetic reg | Luc counter | LMNA splice mod | CBFb RUNX1 block | IMPase Li inh | GLA spleen mod | NPSR antagonist
CCn1nnnc1SCC(=O)Nc1cc(C)on1
 : -2.0% | 1% | -9% | 0% | -4% | 3% | 7%[46.1 µM]
CN(C)C(CNC(=O)CSc1nnc(-c2ccco2)o1)c1ccccc1 (centres undefined)
 : -2.5% | -4% | 6% | 4% | 13%[38.3 µM] | 6% | -8%[46.1 µM]

Profiles, looked up by structure.
Cc1ccc(-c2cc(C(F)F)n3ncc(C(=O)N4CCCc5ccccc54)c3n2)cc1 in the list: Epigenetic reg = 0.1%; Luc counter = 3%; LMNA splice mod = -2%; CBFb RUNX1 block = -1%; IMPase Li inh = 19%; GLA spleen mod = -1%; NPSR antagonist = -13%[46.1 µM]
O=C(O)CCC(=O)c1cccc2ccccc12 in the list: Epigenetic reg = -1.1%; Luc counter = 16%; LMNA splice mod = -9%; CBFb RUNX1 block = 12%; IMPase Li inh = -8%[38.3 µM]; GLA spleen mod = 0%; NPSR antagonist = -10%[46.1 µM]

The list is partial; count on the stated rates, not on these rows.
